NCI-60 one-dose screen, 48 h, at 10 µM unless noted. Numbers give growth in % (100 = growth as untreated, 0 = no growth, -100 = all killed).
ACHN: ACHN renal cancer | 81,000 tested, 4.9% active | AID 1794771
SN12C: SN12C renal cancer cells; AID 1794767; 81,000 tested, 3.8% active
786-0: 786-0 renal cancer cells; 81,000 tested, 5.1% active; AID 1794775
PC-3: PC-3 prostate cancer cells; 80,000 tested, 3.9% active; AID 1794754
A498: A498 renal cancer cells; 76,000 tested, 5.4% active; AID 1794774
CAKI-1: CAKI-1 renal cancer. 75,000 tested, 4.7% active. AID 1794772
UO-31: UO-31 renal cancer; 81,000 tested, 5.2% active; AID 1794768
TK-10: TK-10 renal cancer cells. 81,000 tested, 3.9% active
RXF 393: RXF 393 renal cancer cells; 77,000 tested, 6.9% active
* = called active by the depositor; & = joins results of further samples. Rule for the calls: active = growth percent below 10; inactive = the rest.

Cc1nn(-c2ccccc2)c2c1N=c1s/c(=C\c3ccc(Cl)cc3)c(=O)n1CN2 was read as ACHN 64.9, SN12C 76.1, 786-0 72.3, PC-3 45.3, A498 49.9, CAKI-1 64.5, UO-31 47.4, TK-10 68.6 and RXF 393 15.6.
`COC(=O)N1CCc2cc(OC)c(O)cc2C1Cc1c(Br)cccc1Oc1ccccc1` (configuration not stated) gave ACHN 65.4, SN12C 94.6, 786-0 92.6, PC-3 64.4, A498 103.0, CAKI-1 47.1, UO-31 56.1, TK-10 101.3 and RXF 393 96.3.
O=C1/C(=C/C2C=Nc3ccccc32)SC(c2ccc(Cl)cc2Cl)N1n1cnnc1 (configuration not stated) was read as ACHN 85.9, SN12C 94.8, 786-0 99.1, PC-3 85.9, A498 98.2, CAKI-1 84.8, UO-31 71.3, TK-10 109.0 and RXF 393 104.2.
CN(C)CCC1(c2ccccc2)C=Cc2ccccc21 (configuration not stated) was read as ACHN 101.1, SN12C 100.6, 786-0 98.0, PC-3 89.4, A498 106.9, CAKI-1 90.7, UO-31 90.9, TK-10 96.8 and RXF 393 103.1.
Screening CCOC(=O)C1=C(C)N(c2ccc(OC)cc2)[C@]2(C#N)C(O)=C(Cl)C(Cl)=C(O)[C@]12C#N returned ACHN 97.3, SN12C 99.2, 786-0 90.7, PC-3 91.1, A498 102.0, CAKI-1 93.5, UO-31 81.0, TK-10 102.8 and RXF 393 110.1.
For O=C1/C(=C/c2ccc(OCc3cccc(Cl)c3)cc2)Oc2cc(O)ccc21 the results were ACHN 25.9, SN12C 59.4, 786-0 38.3, PC-3 33.6, A498 86.3, CAKI-1 54.3, UO-31 37.5, TK-10 68.9 and RXF 393 63.8.
CCOC(=O)/C(C#N)=C\Nc1ccccc1Cl was read as ACHN 106.7, SN12C 103.7, 786-0 94.7, PC-3 96.7, A498 94.2, CAKI-1 97.4, UO-31 78.3, TK-10 91.8 and RXF 393 95.3.
For COc1ccc(N2C(=O)CC(c3cc(OC)c(OC)c(OC)c3)C3C2=NC(=O)N3C)cc1 (configuration not stated) the results were ACHN 105.9, SN12C 101.6, 786-0 102.5, PC-3 100.5, A498 102.4, CAKI-1 95.1, UO-31 89.9 and TK-10 102.9.
O=C(N/N=C/c1ccoc1)c1[nH]c2ccc(Br)cc2c1-c1ccccc1 was read as ACHN -100.0*, SN12C -95.8*, 786-0 -76.5*, PC-3 -37.3*, A498 -82.9*, CAKI-1 -99.6*, UO-31 -82.5*, TK-10 -82.5* and RXF 393 -86.3*.
Screening CC1Cc2c(Cl)ncnc2N(C)c2ccccc21 (configuration not stated) returned ACHN 26.0, SN12C 15.8, 786-0 4.7*, PC-3 16.3, A498 -18.4*, CAKI-1 19.3, UO-31 10.4, TK-10 15.1 and RXF 393 13.6.
`CN1C(=O)/C(=C/c2ccc(C(=O)Nc3ncc(Cc4cc(Cl)ccc4Cl)s3)cc2)SC1=S` gave ACHN 58.8, SN12C 87.7, 786-0 87.9, PC-3 65.8, A498 77.4, CAKI-1 30.2, UO-31 63.4, TK-10 79.6 and RXF 393 60.1.
`CCOC(=O)c1c(SC)nn(-c2cc(=O)[nH]c3ccccc23)c1N` gave ACHN 94.3, SN12C 98.4, 786-0 102.8, PC-3 91.6, A498 90.8, CAKI-1 78.4, UO-31 67.1 and TK-10 122.8.
Screening C(=C\c1cc(/C=C/c2ccccc2)c2ccccc2n1)/c1ccccc1 returned ACHN 107.3, SN12C 76.8, 786-0 80.7, PC-3 78.2, A498 132.3, CAKI-1 94.2, UO-31 88.5, TK-10 106.4 and RXF 393 111.3.
Screening Nc1ncnc(N)c1NC(=O)c1ccccc1 returned ACHN 106.7, SN12C 110.4, 786-0 95.4, PC-3 97.4, A498 91.1, CAKI-1 95.6, UO-31 90.7, TK-10 114.7 and RXF 393 110.4.
`CCCCN=CC(Cl)(Cl)C(=O)OCC` gave ACHN 112.1, SN12C 101.1, 786-0 105.6, PC-3 107.1, A498 158.7, CAKI-1 99.9, UO-31 95.6, TK-10 106.8 and RXF 393 104.9.
For CN(C)CCC(C(=O)O)(c1ccccc1)c1ccccc1 the results were ACHN 101.5, SN12C 99.4, 786-0 100.6, PC-3 87.7, A498 120.3, CAKI-1 92.3, UO-31 90.5, TK-10 97.2 and RXF 393 111.6.
For Cn1c(-c2c(N)n(Cc3cccnc3)c3nc(C#N)c(C#N)nc23)nc2ccccc21 the results were ACHN 85.8, SN12C 106.0, 786-0 91.0, PC-3 66.0, A498 98.9, CAKI-1 92.1, UO-31 31.5, TK-10 55.5 and RXF 393 65.9.
`Nc1c2c(=O)oc3c4ccccc4nc3c2[nH]n1CCO` gave ACHN 98.7, SN12C 105.3, 786-0 92.7, PC-3 95.9, A498 97.7, UO-31 83.8, TK-10 110.5 and RXF 393 112.7.
CN[C@]12CC3(C=CC(=O)C=C3)O[C@@]1(Cc1ccc(OC)cc1)N(C)C(=O)N2 was read as ACHN -86.3*, SN12C 4.4*, 786-0 6.8*, PC-3 27.6, A498 97.0, CAKI-1 16.0, UO-31 48.7, TK-10 24.1 and RXF 393 43.7.
O=C(/C=C\c1cccc2ccccc12)c1cccc2ccccc12 was read as ACHN 91.0, SN12C 93.4, 786-0 82.7, PC-3 78.3, A498 75.4, CAKI-1 89.7, UO-31 76.5, TK-10 91.6 and RXF 393 77.6.
For CCOC(=O)CC(=O)Nc1sc(CC)cc1C(=O)OCC the results were ACHN 54.0, SN12C 94.1, 786-0 36.1, PC-3 83.9, A498 139.1, CAKI-1 55.1, UO-31 80.1, TK-10 103.0 and RXF 393 60.7.
Screening O=C(Nc1ccccc1)c1cc(-c2cccnc2)nc2ccccc12 returned ACHN 97.8, SN12C 92.0, 786-0 84.5, A498 92.4, CAKI-1 97.1, UO-31 78.0, TK-10 91.7 and RXF 393 99.3.
`C1CCC([PH+](C2CCCCC2)C2CCCCC2[PH+](C2CCCCC2)C2CCCCC2)CC1.[Au].[CH-]1CCCCC1C1CCCC[N-]1` (configuration not stated) gave ACHN -99.4*, SN12C -47.3*, 786-0 -64.6*, PC-3 -16.7*, A498 -71.1*, CAKI-1 -88.0*, UO-31 -96.3*, TK-10 -58.7* and RXF 393 -92.4*.
For O=C(O)c1ccccc1-c1c2cc(I)c(=O)c(I)c-2oc2c(I)c(O)c(I)cc12 the results were ACHN 93.0&96.1, SN12C 106.6&91.6, 786-0 111.5&103.7, PC-3 104.8&99.1, A498 76.4&79.3, CAKI-1 102.9&88.9, UO-31 76.5&75.5, TK-10 94.6&105.5 and RXF 393 91.1&110.3.

Retrieved by structure from above (2):
`CCCCN=CC(Cl)(Cl)C(=O)OCC` gave ACHN 112.1, SN12C 101.1, 786-0 105.6, PC-3 107.1, A498 158.7, CAKI-1 99.9, UO-31 95.6, TK-10 106.8 and RXF 393 104.9.
`C1CCC([PH+](C2CCCCC2)C2CCCCC2[PH+](C2CCCCC2)C2CCCCC2)CC1.[Au].[CH-]1CCCCC1C1CCCC[N-]1` (configuration not stated) gave ACHN -99.4*, SN12C -47.3*, 786-0 -64.6*, PC-3 -16.7*, A498 -71.1*, CAKI-1 -88.0*, UO-31 -96.3*, TK-10 -58.7* and RXF 393 -92.4*.

Following part
COc1ccc(C(=O)c2cc3c(OC)c(OC)c(OC)cc3[nH]2)cc1 was read as ACHN 79.4, SN12C 75.1, 786-0 73.2, A498 59.9, CAKI-1 128.1, UO-31 56.0 and RXF 393 72.0.
For CCOC(=O)c1cnc2c(-c3nc4ccccc4s3)c(Nc3ccccc3)nn2c1N the results were ACHN 96.2, SN12C 86.7, 786-0 92.8, PC-3 83.5, A498 91.9, CAKI-1 97.8, UO-31 103.0, TK-10 92.2 and RXF 393 105.9.
CCOc1ccc2[nH]c(=S)sc2c1 was read as ACHN 110.9, SN12C 102.2, 786-0 99.7, PC-3 100.7, A498 94.0, CAKI-1 100.3, UO-31 88.0, TK-10 102.8 and RXF 393 115.8.
Cc1ccc2c(CC(=O)Nc3nc4ccccc4[nH]3)coc2c1 was read as ACHN 95.4, SN12C 102.6, 786-0 105.5, PC-3 85.3, A498 115.0, CAKI-1 110.0, UO-31 95.7, TK-10 111.1 and RXF 393 151.6.
COc1c(-c2c3sc(=O)[nH]c3nc3c2c(=O)[nH]n3C(C)C)cc2c(c1OC)OCO2 was read as ACHN 91.4, SN12C 95.5, 786-0 86.5, PC-3 92.6, A498 57.2, CAKI-1 93.3, UO-31 78.9, TK-10 98.7 and RXF 393 109.7.
CC(C)N1CCN(c2ccncc2S(=O)(=O)N2CCN(C)CC2)CC1 was read as ACHN 100.8, SN12C 98.4, 786-0 98.6, PC-3 113.7, A498 107.4, CAKI-1 98.5, UO-31 87.3, TK-10 100.7 and RXF 393 106.6.
Screening COc1ccc(Cn2c(SC)nc(=O)n(Cc3ccc(Cl)cc3)c2=O)cc1 returned ACHN 96.3, SN12C 93.5, 786-0 98.7, PC-3 90.1, A498 88.9, CAKI-1 70.5, UO-31 68.3 and RXF 393 106.6.
FC(F)(F)c1cccc(CCC2CCCC2C2CC2)c1 (configuration not stated) was read as ACHN 107.5, SN12C 111.4, 786-0 103.3, PC-3 107.2, A498 103.8, CAKI-1 98.3, UO-31 88.1, TK-10 106.0 and RXF 393 97.1.
C#CCOc1ccc2ncnc(Nc3cccc(NC(=O)CCl)c3)c2c1 was read as ACHN 65.8, SN12C 69.4, 786-0 72.6, PC-3 70.0, A498 89.1, CAKI-1 81.2, UO-31 59.5, TK-10 73.4 and RXF 393 79.6.
`CNc1nc2c(s1)C(c1cc(OC)c(OC)c(OC)c1)CC(=O)N2` (configuration not stated) gave ACHN 92.4, SN12C 92.6, 786-0 94.8, PC-3 89.3, A498 77.8, CAKI-1 81.5, UO-31 78.1, TK-10 105.4 and RXF 393 111.9.
CS(=O)(=O)c1ccc(-n2nc(-c3ccc(Oc4ccccc4)cc3)ccc2=O)cc1 was read as ACHN 84.3, SN12C 81.2, 786-0 92.3, PC-3 83.6, A498 93.6, CAKI-1 77.2, UO-31 60.2, TK-10 101.1 and RXF 393 80.1.
`Cc1cc(=S)[nH]c(=S)[nH]1` gave ACHN 96.3, SN12C 90.4, 786-0 93.4, A498 75.1, CAKI-1 97.8, UO-31 91.9, TK-10 98.2 and RXF 393 102.9.
`CC1=CC(=O)CC(C)C1` (configuration not stated) gave ACHN 114.4&109.7, SN12C 103.6&115.4, 786-0 106.6&100.8, PC-3 97.8&76.9, A498 103.6&119.6, CAKI-1 99.5&102.2, UO-31 91.7&101.7, TK-10 102.6&106.9 and RXF 393 111.8&112.5.
`COc1ccc(-c2cc3c(nn2)-c2ccccc2C3=O)cc1` gave ACHN 73.5, SN12C 72.7, 786-0 25.8, PC-3 18.0, A498 102.0, CAKI-1 28.9, UO-31 89.7, TK-10 32.1 and RXF 393 71.8.
N#CCc1nn(-c2ccccc2)c2ncnc(N)c12 was read as ACHN 105.0, SN12C 97.3, 786-0 111.1, PC-3 89.2, CAKI-1 82.6, UO-31 81.0, TK-10 101.5 and RXF 393 106.1.
For Cc1nn2c(-c3nc4cc(C)c(C)cc4[nH]3)c(-c3ccccc3)nc2s1 the results were ACHN 90.1, SN12C 99.0, 786-0 101.1, PC-3 82.3, A498 111.7, CAKI-1 97.8, UO-31 105.4, TK-10 105.1 and RXF 393 103.7.

In the list so far, 7 have a carbonyl joined to an NH by a bond outside any ring:
O=C(N/N=C/c1ccoc1)c1[nH]c2ccc(Br)cc2c1-c1ccccc1 was read as ACHN -100.0*, SN12C -95.8*, 786-0 -76.5*, PC-3 -37.3*, A498 -82.9*, CAKI-1 -99.6*, UO-31 -82.5*, TK-10 -82.5* and RXF 393 -86.3*.
`CN1C(=O)/C(=C/c2ccc(C(=O)Nc3ncc(Cc4cc(Cl)ccc4Cl)s3)cc2)SC1=S` gave ACHN 58.8, SN12C 87.7, 786-0 87.9, PC-3 65.8, A498 77.4, CAKI-1 30.2, UO-31 63.4, TK-10 79.6 and RXF 393 60.1.
Screening Nc1ncnc(N)c1NC(=O)c1ccccc1 returned ACHN 106.7, SN12C 110.4, 786-0 95.4, PC-3 97.4, A498 91.1, CAKI-1 95.6, UO-31 90.7, TK-10 114.7 and RXF 393 110.4.
For CCOC(=O)CC(=O)Nc1sc(CC)cc1C(=O)OCC the results were ACHN 54.0, SN12C 94.1, 786-0 36.1, PC-3 83.9, A498 139.1, CAKI-1 55.1, UO-31 80.1, TK-10 103.0 and RXF 393 60.7.
Screening O=C(Nc1ccccc1)c1cc(-c2cccnc2)nc2ccccc12 returned ACHN 97.8, SN12C 92.0, 786-0 84.5, A498 92.4, CAKI-1 97.1, UO-31 78.0, TK-10 91.7 and RXF 393 99.3.
Cc1ccc2c(CC(=O)Nc3nc4ccccc4[nH]3)coc2c1 was read as ACHN 95.4, SN12C 102.6, 786-0 105.5, PC-3 85.3, A498 115.0, CAKI-1 110.0, UO-31 95.7, TK-10 111.1 and RXF 393 151.6.
C#CCOc1ccc2ncnc(Nc3cccc(NC(=O)CCl)c3)c2c1 was read as ACHN 65.8, SN12C 69.4, 786-0 72.6, PC-3 70.0, A498 89.1, CAKI-1 81.2, UO-31 59.5, TK-10 73.4 and RXF 393 79.6.

Assay outcomes: PubChem, NCI
